Source: PubChem BioAssay
BioA inh – blocks M. tuberculosis BioA enzyme activity; inhibition, % at 9.99 µM; purified M. tuberculosis BioA enzyme, plate reader; 360,000 tested, 0.096% active; in the data active = inhibition above about 40%
* hit, by the source's call. These rows are one share of the data; count on the stated rates, not on these rows.

For COc1ccc(S(=O)(=O)N[C@@H]2CC[C@@H](CC(=O)N3CCc4ccccc4C3)O[C@@H]2CO)cc1 the results were BioA inh 3.6.
`Cc1noc(C)c1NC(=O)Nc1ccc2c(c1)C(=O)N([C@@H](C)CO)C[C@H](C)[C@H](CN(C)Cc1ccc3c(c1)OCO3)O2` gave BioA inh 1.0.
`CC(C)NC(=O)Nc1ccc2c(c1)CC(=O)N([C@@H](C)CO)C[C@@H](C)[C@@H](CN(C)Cc1ccc(Cl)c(Cl)c1)O2` gave BioA inh 0.2.
O=C(Nc1ccc2c(c1)[C@@H]1C[C@H](CC(=O)N3CCCCC3)O[C@@H](CO)[C@@H]1O2)Nc1ccccc1F was read as BioA inh -2.8.
For C[C@@H]1CN([C@@H](C)CO)C(=O)c2cc(NS(=O)(=O)c3ccc(Cl)cc3)ccc2O[C@H]1CN(C)C(=O)Nc1ccc2c(c1)OCO2 the results were BioA inh -0.8.
Screening C[C@@H]1CN([C@@H](C)CO)S(=O)(=O)c2ccc(-c3ccccc3)cc2O[C@H]1CN(C)C(=O)Nc1ccccc1F returned BioA inh -1.2.
Screening C[C@H]1CCCCO[C@@H](CN(C)CC2CCCCC2)[C@@H](C)CN([C@@H](C)CO)C(=O)c2cc(NC(=O)Nc3ccccc3)ccc2O1 returned BioA inh -1.4.
CN1c2ccc(-c3ccc(C#N)cc3)cc2[C@H]2[C@H](CCN2S(=O)(=O)c2cccc(F)c2)[C@@H]1CO was read as BioA inh 0.2.
`O=C(C[C@H]1CC[C@H]2[C@@H](COC[C@H](O)CN2S(=O)(=O)c2cccc(F)c2)O1)Nc1ccccc1` gave BioA inh 16.5.
For COc1ccc(S(=O)(=O)Nc2cccc3c2O[C@@H](CN(C)C(=O)Nc2ccc(F)cc2)[C@@H](C)CN([C@H](C)CO)C3=O)cc1 the results were BioA inh -1.7.
For CO[C@H]1CN(C)C(=O)c2ccc(NS(=O)(=O)c3cn(C)cn3)cc2OC[C@@H](C)N(Cc2cccc(F)c2)C[C@H]1C the results were BioA inh -0.3.
`COc1ccccc1NC(=O)N1C[C@H](O)COC[C@@H]2O[C@@H](CC(=O)NCc3ccccc3)CC[C@H]21` gave BioA inh 0.0.
For CO[C@@H]1CN(C)C(=O)c2cc(NC(C)=O)ccc2OC[C@@H](C)N(C(=O)C2CC2)C[C@H]1C the results were BioA inh -2.1.
C[C@@H]1CN([C@H](C)CO)C(=O)c2cccc(NS(=O)(=O)c3ccc(F)cc3)c2O[C@@H]1CN(C)Cc1ccc(C(F)(F)F)cc1 was read as BioA inh 1.7.
Screening CO[C@H]1CN(C)C(=O)c2ccc(NS(=O)(=O)c3ccccc3F)cc2OC[C@@H](C)NC[C@@H]1C returned BioA inh 0.6.
`CC(C)NC(=O)N1C[C@H]2[C@@H](c3ccccc31)[C@H](CO)N2Cc1ccc(Cl)cc1` gave BioA inh -5.7.
`CCCNC(=O)C[C@@H]1CC[C@@H]2[C@@H](COc3ccc(NC(=O)C4CCOCC4)cc3C(=O)N2C)O1` gave BioA inh -0.2.
For Cc1noc(C)c1S(=O)(=O)N(C)C[C@@H]1OCCCC[C@@H](C)Oc2ccc(NC(=O)NC(C)C)cc2C(=O)N([C@H](C)CO)C[C@H]1C the results were BioA inh 0.9.
Screening Cc1ccc(-c2cnc3c(c2)C(=O)N([C@@H](C)CO)C[C@@H](C)[C@@H](CN(C)C(=O)CN(C)C)O3)cc1 returned BioA inh 2.7.
For C[C@H]1CCCCO[C@H](CN(C)S(C)(=O)=O)[C@@H](C)CN([C@@H](C)CO)C(=O)c2cc(NC(=O)c3ccccc3)ccc2O1 the results were BioA inh -0.3.

Reprinted at random: three compounds from above
C[C@@H]1CN([C@H](C)CO)C(=O)c2cccc(NS(=O)(=O)c3ccc(F)cc3)c2O[C@@H]1CN(C)Cc1ccc(C(F)(F)F)cc1 was read as BioA inh 1.7.
Screening Cc1ccc(-c2cnc3c(c2)C(=O)N([C@@H](C)CO)C[C@@H](C)[C@@H](CN(C)C(=O)CN(C)C)O3)cc1 returned BioA inh 2.7.
Screening CO[C@H]1CN(C)C(=O)c2ccc(NS(=O)(=O)c3ccccc3F)cc2OC[C@@H](C)NC[C@@H]1C returned BioA inh 0.6.

5 entries out of the list, arranged by heavy-atom count, ascending.
`CC(C)NC(=O)N1C[C@H]2[C@@H](c3ccccc31)[C@H](CO)N2Cc1ccc(Cl)cc1` gave BioA inh -5.7.
Screening CO[C@H]1CN(C)C(=O)c2ccc(NS(=O)(=O)c3ccccc3F)cc2OC[C@@H](C)NC[C@@H]1C returned BioA inh 0.6.
`CCCNC(=O)C[C@@H]1CC[C@@H]2[C@@H](COc3ccc(NC(=O)C4CCOCC4)cc3C(=O)N2C)O1` gave BioA inh -0.2.
For CO[C@H]1CN(C)C(=O)c2ccc(NS(=O)(=O)c3cn(C)cn3)cc2OC[C@@H](C)N(Cc2cccc(F)c2)C[C@H]1C the results were BioA inh -0.3.
For Cc1noc(C)c1S(=O)(=O)N(C)C[C@@H]1OCCCC[C@@H](C)Oc2ccc(NC(=O)NC(C)C)cc2C(=O)N([C@H](C)CO)C[C@H]1C the results were BioA inh 0.9.

The list goes on.
For C[C@H](CO)N1C[C@H](C)[C@H](CN(C)Cc2ccc(C(=O)O)cc2)Oc2ccc(NS(C)(=O)=O)cc2C1=O the results were BioA inh 0.2.
`C[C@@H]1CN([C@@H](C)CO)C(=O)c2cc(NC(=O)Nc3ccc(F)cc3)ccc2O[C@@H](C)CCCCO[C@@H]1CN(C)S(=O)(=O)c1cccs1` gave BioA inh -3.3.
`C/C=C/c1ccc([C@H]2[C@@H](CO)N[C@@H]2CN(CC)C(=O)c2ccccn2)cc1` gave BioA inh 5.9.
Screening CCC(=O)N(C)C[C@H]1Oc2ncc(C#CC3(O)CCCC3)cc2C(=O)N([C@H](C)CO)C[C@@H]1C returned BioA inh 10.2.
Screening O=C(NCC[C@@H]1CC[C@H](NC(=O)c2cnccn2)[C@H](CO)O1)c1ccc2c(c1)OCO2 returned BioA inh -1.9.
`O=C(C[C@H]1CC[C@H](NC(=O)C2CCOCC2)[C@@H](CO)O1)Nc1nccs1` gave BioA inh 0.4.
COCCNC(=O)C[C@H]1CC[C@@H]2[C@H](COC[C@H](O)CN2C(=O)Nc2ccccc2OC)O1 was read as BioA inh 0.7.
For CNC[C@@H]1OCCCC[C@@H](C)Oc2ccc(NC(=O)c3ccccc3)cc2C(=O)N([C@H](C)CO)C[C@H]1C the results were BioA inh -0.6.
`OC[C@@H]1[C@@H](c2ccc(C#Cc3cccnc3)cc2)[C@H]2CN(Cc3ccccc3F)CCCCN12` gave BioA inh 20.7.
Screening CCC(=O)N1C[C@H](C)[C@H](OC)CN(C)C(=O)c2cc(NC(=O)c3cnccn3)ccc2OC[C@@H]1C returned BioA inh -0.2.
For CO[C@@H]1CN(C)C(=O)c2ccc(NC(=O)c3ccccc3)cc2OC[C@H](C)N(CC2CC2)C[C@H]1C the results were BioA inh -1.8.
Screening CCCC(=O)Nc1ccc2c(c1)C(=O)N(C)C[C@H](OC)[C@@H](C)CN(CC1CCCC1)[C@@H](C)CO2 returned BioA inh 4.6.
C[C@H](CO)N1C[C@H](C)[C@H](CN(C)C(=O)Nc2ccc3c(c2)OCO3)Oc2c(NS(=O)(=O)c3cn(C)cn3)cccc2C1=O was read as BioA inh -2.9.
For CC(=O)N(C)C[C@H]1Oc2cc(-c3ccccc3F)ccc2S(=O)(=O)N([C@@H](C)CO)C[C@H]1C the results were BioA inh -0.8.
Screening COc1cccc(CN2CCCCN3[C@H](C2)[C@@H](c2ccc(-c4cccnc4)cc2)[C@@H]3CO)c1 returned BioA inh 11.2.
CN1C(=O)c2cc(NC(=O)Nc3ccccc3)ccc2OC[C@@H]2O[C@H](CC(=O)NC3CCC3)CC[C@H]21 was read as BioA inh 0.2.
Screening Cc1ccc(S(=O)(=O)Nc2ccc3c(c2)CC(=O)N([C@H](C)CO)C[C@@H](C)[C@@H](CN(C)S(=O)(=O)c2cccs2)O3)cc1 returned BioA inh -4.6.
For OC[C@H]1[C@H](c2ccc(C#Cc3ccccc3)cc2)[C@H]2CN(CC3CCOCC3)CCCCN21 the results were BioA inh 1.0.
COc1ccccc1CN1[C@H](CO)[C@H]2c3ccccc3N(C(=O)C3CCCCC3)C[C@H]21 was read as BioA inh 1.2.
Screening CC(C)NC(=O)N(C)C[C@@H]1Oc2ccc(NS(=O)(=O)c3ccccc3)cc2C(=O)N([C@H](C)CO)C[C@@H]1C returned BioA inh -0.1.
Screening CN1CCCCN2[C@@H](CO)[C@H](c3ccc(-c4cccnc4)cc3)[C@@H]2C1 returned BioA inh 0.6.
CCc1csc(N2[C@H](CO)[C@H](c3ccc(-c4cccc(F)c4)cc3)[C@@H]2C#N)n1 was read as BioA inh 0.2.
`C[C@@H]1CN([C@@H](C)CO)C(=O)c2cc(NC(=O)Cc3ccccc3)ccc2O[C@@H](C)CCCCO[C@@H]1CN(C)S(=O)(=O)c1ccc(F)cc1` gave BioA inh -4.1.
`C[C@H](O)C#Cc1ccc2c(c1)O[C@@H](CN(C)C(=O)CN(C)C)[C@H](C)CN([C@H](C)CO)S2(=O)=O` gave BioA inh -2.4.
For C[C@@H]1CN([C@@H](C)CO)C(=O)c2cccc(NC(=O)Nc3ccc(F)cc3)c2O[C@H]1CN(C)S(=O)(=O)c1ccccc1 the results were BioA inh 2.1.
`C[C@H](CO)N1C[C@H](C)[C@H](CN(C)C(=O)Nc2ccccc2)Oc2ccc(NC(=O)Cc3cn(C)c4ccccc34)cc2CC1=O` gave BioA inh -0.4.
For C[C@@H]1CN([C@@H](C)CO)C(=O)c2cc(NC(=O)c3ccncc3)ccc2O[C@@H]1CN(C)S(C)(=O)=O the results were BioA inh -2.5.
Cc1noc(C)c1NC(=O)Nc1ccc2c(c1)C(=O)N([C@@H](C)CO)C[C@@H](C)[C@@H](CN(C)S(=O)(=O)c1cn(C)cn1)OCCCC[C@H](C)O2 was read as BioA inh 0.6.
C[C@H]1CN([C@@H](C)CO)C(=O)Cc2cc(N(C)C)ccc2O[C@H]1CN(C)C(=O)Nc1ccc(C(F)(F)F)cc1 was read as BioA inh 0.0.
Screening COc1cccc(NC(=O)C[C@@H]2CC[C@@H]3[C@H](COc4ccc(NC(=O)C5CC5)cc4C(=O)N3C)O2)c1 returned BioA inh 1.0.
O=C(CN1CCOCC1)NCC[C@@H]1CC[C@@H](NC(=O)c2ccccc2F)[C@@H](CO)O1 was read as BioA inh 1.2.
COc1ccccc1C#Cc1ccc2c(c1)O[C@@H](CN(C)Cc1ccccc1)[C@@H](C)CN([C@@H](C)CO)S2(=O)=O was read as BioA inh -0.9.
Screening C[C@@H]1CCCCO[C@@H](CN(C)Cc2ccc(Cl)c(Cl)c2)[C@H](C)CN([C@@H](C)CO)C(=O)c2cc(NS(=O)(=O)c3ccc(F)cc3)ccc2O1 returned BioA inh -1.2.
C/C=C/c1ccc2c(c1)O[C@@H](CN(C)C(=O)NC1CCCC1)[C@H](C)CN([C@@H](C)CO)S2(=O)=O was read as BioA inh 0.7.
C[C@@H]1CN([C@H](C)CO)S(=O)(=O)c2ccc(C#CC3CC3)cc2O[C@@H]1CN(C)C(=O)C1CCC1 was read as BioA inh 1.3.
For O=C(Nc1cccc(Cl)c1)N[C@@H]1CC[C@H](CCNC(=O)C2CCOCC2)O[C@H]1CO the results were BioA inh -0.8.
Screening Cc1cc(C(=O)Nc2cccc3c2O[C@H](CN(C)Cc2ccccc2)[C@@H](C)CN([C@@H](C)CO)C3=O)n(C)n1 returned BioA inh -1.9.
For C[C@@H]1CN([C@H](C)CO)C(=O)c2cccc(NC(=O)C3CCOCC3)c2O[C@@H]1CN(C)S(C)(=O)=O the results were BioA inh 1.2.
Cc1noc(C)c1NC(=O)Nc1ccc2c(c1)C(=O)N([C@H](C)CO)C[C@H](C)[C@H](CN(C)Cc1ccc(Cl)c(Cl)c1)O2 was read as BioA inh 1.3.
For C[C@H](CO)N1C[C@H](C)[C@H](CN(C)Cc2ccc(-c3ccccc3)cc2)Oc2ncc(C#CCN(C)C)cc2C1=O the results were BioA inh -0.4.

Overlap with the part before: two compounds; new compounds follow.
Cc1noc(C)c1NC(=O)Nc1ccc2c(c1)C(=O)N([C@H](C)CO)C[C@H](C)[C@H](CN(C)Cc1ccc(Cl)c(Cl)c1)O2 was read as BioA inh 1.3.
For C[C@H](CO)N1C[C@H](C)[C@H](CN(C)Cc2ccc(-c3ccccc3)cc2)Oc2ncc(C#CCN(C)C)cc2C1=O the results were BioA inh -0.4.
`C[C@H](CO)N1C[C@H](C)[C@@H](CN(C)S(=O)(=O)c2ccc(Cl)cc2)OCCCC[C@H](C)Oc2ccc(NC(=O)Cc3ccccc3)cc2C1=O` gave BioA inh -2.4.
For C[C@@H]1CN([C@H](C)CO)C(=O)c2cccc(NC(=O)C3CCOCC3)c2O[C@@H]1CN(C)Cc1ccc(Cl)c(Cl)c1 the results were BioA inh 1.0.
`Cc1ccc(S(=O)(=O)Nc2ccc3c(c2)C(=O)N([C@@H](C)CO)C[C@@H](C)[C@@H](CN(C)Cc2ccc(Cl)c(Cl)c2)O3)cc1` gave BioA inh -1.0.
CO[C@H]1CN(C)C(=O)c2cc(NC(=O)Nc3ccccc3Cl)ccc2OC[C@@H](C)NC[C@@H]1C was read as BioA inh 0.4.
CO[C@H]1CN(C)C(=O)c2ccc(NC(=O)c3ccno3)cc2OC[C@H](C)NC[C@@H]1C was read as BioA inh -5.0.
O=C(Nc1ccc(F)cc1)N[C@@H]1CC[C@H](CCn2cc(C3(O)CCCC3)nn2)O[C@H]1CO was read as BioA inh 6.7.
For C[C@@H]1CN([C@@H](C)CO)C(=O)c2cc(NC(=O)Nc3ccccc3)ccc2O[C@@H](C)CCCCO[C@H]1CN(C)Cc1ccccc1 the results were BioA inh 0.5.
Screening CC(C)NC(=O)N1C[C@@H]2[C@H](c3ccccc31)[C@@H](CO)N2C(=O)c1ccc(F)cc1 returned BioA inh -2.2.
Screening C[C@@H]1CCCCO[C@@H](CN(C)Cc2ccc(C(=O)O)cc2)[C@H](C)CN([C@@H](C)CO)C(=O)c2cc(NC(=O)CCC(F)(F)F)ccc2O1 returned BioA inh -2.8.
`C[C@@H]1CN([C@@H](C)CO)C(=O)c2cccc(NS(=O)(=O)c3cn(C)cn3)c2O[C@@H]1CN(C)Cc1ccncc1` gave BioA inh -0.3.
O=C(NCC[C@@H]1CC[C@@H](NC(=O)c2cnccn2)[C@@H](CO)O1)Nc1ccc(F)cc1 was read as BioA inh 1.1.
